High-throughput results: PubChem, several laboratories
KCNK9 block: inhibitors of human KCNK9 two-pore domain potassium channel; HEK293 KCNK9, FluxOR thallium flux fluorescence; active compounds read low; actives 1.2% (n = 310,000); AID 488922; B-score at 10 µM;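 active = ratio B-score over 3 SD below the library mean, with starting fluorescence within 5 SD of its mean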;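 also: negative B-score means less thallium flux so channel inhibition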
Target sequence (Q9NPC2 whole entry, looked up, the tested form may be a part): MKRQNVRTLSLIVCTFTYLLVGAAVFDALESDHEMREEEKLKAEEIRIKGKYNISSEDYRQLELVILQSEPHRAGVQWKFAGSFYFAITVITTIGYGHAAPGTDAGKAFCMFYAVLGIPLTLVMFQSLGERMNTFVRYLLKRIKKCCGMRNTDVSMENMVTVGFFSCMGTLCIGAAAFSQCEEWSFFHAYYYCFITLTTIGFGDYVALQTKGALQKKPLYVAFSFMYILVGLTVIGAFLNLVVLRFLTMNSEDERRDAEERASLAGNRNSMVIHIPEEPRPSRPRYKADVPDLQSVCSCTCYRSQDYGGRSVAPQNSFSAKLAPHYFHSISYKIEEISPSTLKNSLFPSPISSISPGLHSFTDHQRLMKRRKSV
Dyrk1A ADPGlo: inhibitors of rat Dyrk1A kinase; actives 0.43% (n = 310,000); ADP-Glo luminescence, NFATc1 peptide; Q63470; inhibition, % at 12.5 µM; in the data active = inhibition above about 50%;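 also: plate controls were vehicle with enzyme for no effect and no enzyme for full effect; many of its hits are not listed in these tables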
PolyA inh: inhibitors of polyadenylation in S. cerevisiae | S. cerevisiae SKY197-pL101 polyadenylation reporter, beta-gal luminescence; efflux-impaired pdr1/pdr3 knockout yeast; score 100 = 6 SD above DMSO | actives 0.02% (n = 300,000) | calls only at 12 µM;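 active = lowest replicate activity score at least 50, where 100 means six control SD above control mean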;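 also: yeast exposed to compound for 9 h at 30 °C; higher score means more reporter readthrough which indicates perturbed polyadenylation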
TRPC4 act: activators of mouse TRPC4 channel; HEK293 TRPC4beta/mu-opioid, Fluo4 calcium fluorescence; active compounds read high; B-score at 10 µM; actives 0.49% (n = 310,000);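 active = B-score above 5 SD of library B-scores, and initial fluorescence ratio not above library mean plus 5 SD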;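 also: positive B-score marks a calcium rise read as TRPC4 activation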
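Technique: kinetic Fluo4 calcium fluorescence; Test system: TRPC4beta and mu-opioid receptor HEK293 stable cells; Measure: B-scored integrated calcium fluorescence ratio; Benchmarks: low control buffer alone, high control maximal DAMGO; Schedule: 45 min room-temperature Fluo4 loading, 110 s read.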
Platelet DG rel: platelet dense granule release activity; AID 1663; human platelet-rich plasma, SFLLRN dense granule ATP release, luminescence; actives 0.22% (n = 300,000); inhibition, %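 (compounds screened at 7.5 µM in platelet-rich plasma)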;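 active = mean replicate score, as percent of positive control, at or above 50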
KCNK3 inh: human KCNK3 channel inhibition, primary screen; O14649; CHO-KCNK3 thallium flux, FluxOR fluorescence; active compounds read low; B-score at 10 µM; actives 0.84% (n = 340,000); AID 602410;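 active = B-score under library mean minus 4 SD, starting fluorescence ratio at most library mean plus 5 SD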;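 also: more negative B-score means stronger inhibition of thallium flux through KCNK3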
TRPC4 potent: allosteric potentiators of mouse TRPC4 channel. B-score at 10 µM. HEK293 TRPC4beta/mu-opioid, DAMGO EC20, Fluo-4 Ca2+ flux; active compounds read high. actives 0.42% (n = 310,000). Q9QUQ5;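 active = B-score of calcium response area above 5 SD of library B-scores, with initial fluorescence ratio within 5 SD of library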;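 also: B-score of integrated fluorescence ratio over time as area under calcium response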
hERG protect: shields human hERG channel from block by proarrhythmic agents. Q12809. CHO-hERG, FluxOR thallium flux, dofetilide IC70 present. activation (rescue from dofetilide block), less the hit threshold, % at 10 µM. actives 0.51% (n = 310,000);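 active = activation above the mean of controls blocked by dofetilide plus 5 SD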;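 also: thallium influx through hERG after potassium depolarization seen as dye fluorescence rise; in these data hits start at about 4.7%; inactives centre near -7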
KCNQ1 block: inhibitors of human KCNQ1 potassium channel | P51787 | CHO-K1 KCNQ1, FluxOR thallium flux fluorescence; active compounds read high | B-score at 10 µM | AID 2642 | actives 1.3% (n = 310,000);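 active = compounds whose thallium flux B-score, printed positive for inhibition, exceeds three library SD while starting fluorescence stays within three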;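 also: channel opened by potassium depolarization with thallium stimulus after 20 min compound exposure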
Target sequence (P51787 whole entry, looked up): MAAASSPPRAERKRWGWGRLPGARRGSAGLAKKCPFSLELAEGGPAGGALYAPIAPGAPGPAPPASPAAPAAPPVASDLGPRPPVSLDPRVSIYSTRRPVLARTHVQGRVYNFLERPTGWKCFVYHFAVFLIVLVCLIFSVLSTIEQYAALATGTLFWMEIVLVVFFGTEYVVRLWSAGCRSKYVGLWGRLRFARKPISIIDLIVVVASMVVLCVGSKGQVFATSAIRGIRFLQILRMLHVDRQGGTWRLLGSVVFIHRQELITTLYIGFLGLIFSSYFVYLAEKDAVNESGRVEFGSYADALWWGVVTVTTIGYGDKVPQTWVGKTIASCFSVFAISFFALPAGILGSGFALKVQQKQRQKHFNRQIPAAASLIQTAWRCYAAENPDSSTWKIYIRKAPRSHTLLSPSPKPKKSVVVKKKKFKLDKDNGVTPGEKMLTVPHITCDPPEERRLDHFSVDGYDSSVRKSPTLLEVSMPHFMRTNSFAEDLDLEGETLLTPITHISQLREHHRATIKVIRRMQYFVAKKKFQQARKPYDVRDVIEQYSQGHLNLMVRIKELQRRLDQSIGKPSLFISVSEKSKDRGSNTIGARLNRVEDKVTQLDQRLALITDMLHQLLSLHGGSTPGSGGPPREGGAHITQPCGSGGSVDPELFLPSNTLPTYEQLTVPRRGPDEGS
TRPC4 inh: blocks the mouse TRPC4 cation channel; B-score at 10 µM; AID 2247; HEK293 TRPC4beta/mu-opioid, DAMGO-evoked Fluo4 calcium flux; active compounds read low; actives 0.39% (n = 300,000); Q9QUQ5;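 active = B-score over 3 SD under the library average, no early fluorescence shift, positive overall ratio signal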
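Assay system: TRPC4beta/mu-opioid receptor HEK293 cell line; compound dosing: single concentration per test compound; detection: Fluo4 Ca2+ flux fluorescence; evaluation: per-well B score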
KCNQ1 pot: potentiates or activates the human KCNQ1 potassium channel | AID 2648 | CHO-K1 KCNQ1, thallium flux FluxOR fluorescence; active compounds read high | B-score at 10 µM | P51787 | actives 0.35% (n = 310,000);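 active = fluorescence ratio B-score, a plate-corrected score, at least three library SD, with initial intensity B-score within 5 SD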
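assay system = CHO-K1 cells stably expressing KCNQ1 | medium = assay buffer, equal DMSO in all wells | timing = 37 °C overnight plating, 90-min dark dye load, 20-min compound pretreatment | measured by = kinetic FluxOR thallium fluorescence, 10-s 1-Hz baseline, 110-s post-stimulus read | measure = fluorescence change relative to baseline, converted to B score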
Active calls of the source: *; i = inactive; · = no result given.

SMILES | KCNK9 block | Dyrk1A ADPGlo | PolyA inh | TRPC4 act | Platelet DG rel | KCNK3 inh | TRPC4 potent | hERG protect | KCNQ1 block | TRPC4 inh | KCNQ1 pot
CC1CC(C)CN(C(=O)Cn2c(=O)n(CCCCC(=O)NC3CCCC3)c(=O)c3ccccc32)C1 (stereo unspecified) | i | -2.0 | i | i | 5.3 | i | i | -2.7 | i | i | i
O=C1/C(=C/c2ccc(F)cc2)SC(=S)N1N1CCOCC1 | i | 1.3 | i | i | -10.0 | i | i | -4.4 | i | i | i
COc1ccccc1CN(CC(=O)NCc1ccc(F)cc1)C(=O)c1csnn1 | i | -2.0 | i | i | 1.1 | i | i | -3.9 | i | i | i
COc1ccc(C(=O)OCC(=O)NC2CC2)cc1S(=O)(=O)N1CCOCC1 | i | -5.2 | i | i | -4.3 | i | i | -9.0 | i | i | i
O=C(NNc1nc(N2CCOCC2)nc(N2CCOCC2)n1)Nc1ccc(Cl)cc1 | i | · | i | i | 1.3 | · | i | -0.7 | i | i | i
COc1ccccc1NC(=O)C1CCN(c2ncnc3c2nc2n3CCCCC2)CC1 | i | -0.5 | i | i | -31.1 | i | i | -3.3 | i | i | i
CC(=O)N1CCc2cc(S(=O)(=O)NCCC(=O)NC3CCCc4ccccc43)ccc21 (stereo unspecified) | i | -4.8 | i | i | 4.8 | i | i | -7.9 | i | i | i
O=C(Nc1nc(-c2ccc(F)c(F)c2)cs1)c1ccc(OCC2CCCO2)cc1 (stereo unspecified) | i | 0.4 | i | i | 1.8 | i | i | -6.5 | i | i | i
CCn1c(CNS(=O)(=O)c2ccc(Br)cc2)n[nH]c1=S | i | -7.5 | i | i | -3.7 | i | i | -8.5 | i | i | i
COc1ccc(NC(=O)C23CCC(C)(C(=O)C2)C3(C)C)cc1 (stereo unspecified) | i | 7.4 | i | i | 0.6 | i | i | 1.2 | i | i | i
O=C(O)C1C(c2ccccc2)C(C(=O)OCc2ccco2)C1c1ccccc1 (stereo unspecified) | i | -4.6 | i | i | 10.0 | i | i | -17.7 | i | i | i
Cc1ccccc1NC(=O)CSCc1cc(=O)n2ccsc2n1 | i | 5.9 | i | i | 7.4 | i | i | -3.5 | i | i | i
Cc1ccc(OCc2ccc(C(=O)O)o2)c([N+](=O)[O-])c1 | i | -1.2 | i | i | -3.4 | i | i | -6.1 | i | i | i
CCCC(=O)OCCNc1cc(Sc2nc3ccccc3[nH]2)c2nonc2c1[N+](=O)[O-] | i | -4.2 | i | i | -1.9 | i | i | -29.3 | 6* | i | i
Cc1ccc(/C=C/C(=O)N2CCCC(C)C2)cc1 (stereo unspecified) | i | -1.8 | i | i | 16.0 | i | i | -15.1 | i | i | i
CCOC(=O)Cc1cc(=O)c2cc(C)ccc2[nH]1 | i | 14.1 | i | i | 10.9 | i | i | -7.8 | i | i | i
O=C(Nc1ccc(N2CCN(Cc3ccccc3)CC2)cc1)c1ncn[nH]1 | i | -0.8 | i | i | 7.3 | i | i | -11.7 | i | i | i
COc1ccccc1N(CC(O)CN1CCCCC1)S(=O)(=O)c1ccc(C)cc1 (stereo unspecified) | i | 1.8 | i | i | -5.2 | i | i | -5.2 | i | i | i
CC1(C(=O)NC2CCCC2)CCC(=O)N1Cc1ccccc1 (stereo unspecified) | i | 2.9 | i | i | 3.5 | i | i | -12.7 | i | i | i
C=CCS(=O)(=O)c1cccc2cccnc12 | i | -3.0 | i | i | 7.1 | i | i | -4.3 | i | i | i
O=C(O)CCn1cnc2ccccc2c1=O | i | 5.4 | i | i | 18.0 | i | i | -3.0 | i | i | i
Cc1ccc(-c2csc3nnc(SCC(=O)N4CCN(Cc5ccccc5)CC4)n23)cc1 | i | -2.9 | i | i | 3.7 | i | i | -9.2 | i | i | i
Cc1ccc(C(=O)Nc2cccc(C(F)(F)F)c2)cc1Nc1ccccn1 | i | 4.3 | i | i | -6.0 | i | i | -12.8 | i | i | i
CC(C)NC(=O)NC(=O)CSc1ccccc1F | i | · | i | i | 0.1 | i | i | -12.1 | i | i | i

Compound profiles, from the list above. Order of values: KCNK9 block | Dyrk1A ADPGlo | PolyA inh | TRPC4 act | Platelet DG rel | KCNK3 inh | TRPC4 potent | hERG protect | KCNQ1 block | TRPC4 inh | KCNQ1 pot
Cc1ccc(/C=C/C(=O)N2CCCC(C)C2)cc1 (stereo unspecified) as listed: i | -1.8 | i | i | 16.0 | i | i | -15.1 | i | i | i
Cc1ccc(OCc2ccc(C(=O)O)o2)c([N+](=O)[O-])c1 as listed: i | -1.2 | i | i | -3.4 | i | i | -6.1 | i | i | i
O=C(Nc1ccc(N2CCN(Cc3ccccc3)CC2)cc1)c1ncn[nH]1 as listed: i | -0.8 | i | i | 7.3 | i | i | -11.7 | i | i | i
CC(C)NC(=O)NC(=O)CSc1ccccc1F as listed: i | · | i | i | 0.1 | i | i | -12.1 | i | i | i
CCOC(=O)Cc1cc(=O)c2cc(C)ccc2[nH]1 as listed: i | 14.1 | i | i | 10.9 | i | i | -7.8 | i | i | i

Continuation.
SMILES | KCNK9 block | Dyrk1A ADPGlo | PolyA inh | TRPC4 act | Platelet DG rel | KCNK3 inh | TRPC4 potent | hERG protect | KCNQ1 block | TRPC4 inh | KCNQ1 pot
COc1ccc(C(=O)NC(=S)Nc2cccnc2)cc1OC | i | -0.8 | i | i | 1.6 | i | i | -4.9 | i | i | i
CCN(CC)S(=O)(=O)c1ccc2oc(C(=O)NC3CCCc4ccccc43)c(C)c2c1 (stereo unspecified) | i | -11.8 | i | i | -3.2 | i | i | -1.3 | i | i | i
O=C(Nc1ccc(NC(=O)c2cccs2)c(Cl)c1)c1ccco1 | i | 2.0 | i | i | 0.7 | i | i | -10.2 | i | i | i
O=C(C1CCN(S(=O)(=O)c2cccs2)CC1)N(c1ccccn1)C1CCCCC1 | i | -3.5 | i | i | 0.5 | i | i | -21.5 | i | i | i
Cc1cc(C(=O)OCC(=O)c2ccc(Br)s2)no1 | i | 7.7 | i | i | -19.5 | i | i | -8.3 | i | i | i
CCOc1ccc(C(=O)NCc2ccncc2)cc1OCC | i | -1.4 | i | i | -4.0 | i | i | -5.2 | i | i | i
CS(=O)(=O)N(CC(=O)NCCC1=CCCCC1)C1CCCCC1 | i | 5.4 | i | i | -2.1 | i | i | -3.3 | i | i | i
Clc1nnc(NN=C2CCCC2)c2ccccc12 | i | 5.2 | i | i | 3.1 | i | i | -6.6 | i | i | i
O=C1N=C(N2CCOCC2)S/C1=C/c1cccs1 | i | 24.6 | i | i | -0.6 | i | i | -11.9 | i | i | i
Oc1ccc(O)c(Cc2nc3ccccc3s2)c1 | i | -3.0 | i | i | -4.2 | i | i | -14.2 | i | i | i
CON1C(=O)C(=O)N(OC)C2CCCCC21 (stereo unspecified) | i | -8.2 | i | i | -1.5 | i | i | -8.3 | i | i | i
CCCN(CC(=O)Nc1ccc(C(N)=O)cc1)CC(=O)Nc1ccc(F)c(F)c1F | i | 0.1 | i | i | -6.4 | i | i | 0.7 | i | i | i
O=C(c1c(F)cccc1F)N1CCCc2ccccc21 | i | 11.6 | i | i | -3.3 | i | i | -12.3 | i | i | i
CN(c1ccccc1)S(=O)(=O)c1cccc(C(=O)NNC(=O)c2ccncc2)c1 | i | -0.3 | i | i | -0.4 | i | i | -12.3 | i | i | i
COc1ccc(NC(=O)CN(C)C(=O)c2cc(CN3C(=O)c4ccccc4C3=O)ccc2OC)cc1 | i | -9.4 | i | i | -15.8 | i | i | -15.6 | i | i | i
CC(C)c1ccc(NC(=O)C(c2ccccc2)N(C)C(=O)c2cnccn2)cc1 (stereo unspecified) | i | · | i | i | 1.1 | i | i | -3.8 | i | i | i
O=C(O)c1ccc2nc(-c3ccccc3)c(-c3ccccc3)nc2c1 | i | -3.9 | i | i | 5.5 | i | i | -5.8 | i | i | i
CC(C)(C)c1ccc(OCC(O)CS(=O)(=O)c2ccccn2)cc1 (stereo unspecified) | i | 3.2 | i | i | -1.6 | i | i | -7.1 | i | i | i
Cc1ccc(S(=O)(=O)NCCCCCC(=O)Nc2cccc(C)c2)cc1 | i | -2.0 | i | i | -6.4 | i | i | -10.1 | i | i | i
CCOC(=O)c1ccc(NC(=S)N2CCCC(C(=O)OCC)C2)cc1 (stereo unspecified) | i | -2.3 | i | i | 0.2 | i | i | -8.1 | i | i | i
Cc1cccc(CSc2ccc3nnc(-c4cccs4)n3n2)c1 | i | -0.9 | i | i | 9.5 | i | i | -5.0 | i | i | i
Cc1cc(C(=O)CSc2nc3ccccc3[nH]2)c(C)n1C | i | 3.0 | i | i | 2.2 | i | i | -6.4 | i | i | i
Cc1ccc(NC(=O)C2=C(C(=O)O)CCCC2)cc1Br | i | · | i | i | -0.3 | i | i | -4.3 | i | i | i
CSc1ccccc1C(=O)Nc1cccc([N+](=O)[O-])c1 | i | 0.6 | i | i | -1.9 | i | i | -5.6 | i | i | i
CC(C)NC(=O)CN(Cc1ccccc1)S(=O)(=O)c1ccccc1 | i | -4.5 | i | i | 0.3 | i | i | -8.4 | i | i | i
Nn1c(-c2ccccc2)nc2ccccc2c1=O | i | · | i | i | -0.9 | i | i | -9.6 | i | i | i
O=C(Nc1ncn[nH]1)c1ccc(Cl)c(S(=O)(=O)Nc2ccc(Cl)cc2)c1 | i | -0.9 | i | i | -3.3 | i | i | -3.0 | i | i | i
O=C(C(NS(=O)(=O)c1cccs1)c1ccccc1)N1CCN(c2ccccc2F)CC1 (stereo unspecified) | i | 0.6 | i | i | 1.6 | i | i | -7.5 | i | i | i
Cc1[nH]c(=O)[nH]c(=O)c1CSc1nnc(CCCCCNC(=O)OC(C)(C)C)o1 | i | 5.2 | i | i | 1.1 | i | i | -14.8 | i | i | i
Nc1ncc(Br)cc1S(=O)(=O)NC1CCCCC1 | i | -6.2 | i | i | -4.7 | i | i | -5.8 | i | i | i
NC(=O)COc1ccc(C(=O)/C=C2/C(=O)Nc3ccccc32)cc1 | i | 0.2 | i | i | · | i | i | 0.0 | i | i | i
COc1ccc(S(=O)(=O)Nc2ccc3c(c2)CCC3)cc1 | i | -5.2 | i | i | 0.0 | i | i | -6.8 | i | i | i
COc1ccc(NC(=O)Nc2cc(F)ccc2C)cc1 | i | -2.4 | i | i | 0.4 | i | i | -10.3 | i | i | i
CC(C)(C)[C@H]1C=C(C(=O)Nc2ccccc2)O[C@@H](OCCCCO)C1 | i | 14.2 | i | i | -4.4 | i | i | -12.6 | i | i | i

Only part of the results is shown. The share of hits here may be higher or lower than overall.
